Compound activity: PubChem, several laboratories
CAL PDZ FP-1: blocks peptide binding to the human CAL PDZ domain; Q9HD26; purified CAL PDZ, TMR-peptide fluorescence polarization, 1 h; inhibition, % at 24.9 µM; 300,000 compounds, 0.92% hits; AID 602252;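 active = mean inhibition of at least 30% with at least half of replicates also reaching 30%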;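 also: 0% = DMSO neutral control and 100% = excess unlabeled competitor peptide PRC23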
DAGLB inh: diacylglycerol lipase beta (human) inhibition. Q8NCG7. HEK293T DAGLB membrane lysate, EnzChek fluorogenic substrate. inhibition, % at 5.17 µM. 340,000 compounds, 0.059% hits. AID 504411; in the data active = inhibition above about 34%;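 also: 0% = enzyme with vehicle and 100% = wells lacking enzyme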
Target sequence (Q8NCG7 whole entry, looked up): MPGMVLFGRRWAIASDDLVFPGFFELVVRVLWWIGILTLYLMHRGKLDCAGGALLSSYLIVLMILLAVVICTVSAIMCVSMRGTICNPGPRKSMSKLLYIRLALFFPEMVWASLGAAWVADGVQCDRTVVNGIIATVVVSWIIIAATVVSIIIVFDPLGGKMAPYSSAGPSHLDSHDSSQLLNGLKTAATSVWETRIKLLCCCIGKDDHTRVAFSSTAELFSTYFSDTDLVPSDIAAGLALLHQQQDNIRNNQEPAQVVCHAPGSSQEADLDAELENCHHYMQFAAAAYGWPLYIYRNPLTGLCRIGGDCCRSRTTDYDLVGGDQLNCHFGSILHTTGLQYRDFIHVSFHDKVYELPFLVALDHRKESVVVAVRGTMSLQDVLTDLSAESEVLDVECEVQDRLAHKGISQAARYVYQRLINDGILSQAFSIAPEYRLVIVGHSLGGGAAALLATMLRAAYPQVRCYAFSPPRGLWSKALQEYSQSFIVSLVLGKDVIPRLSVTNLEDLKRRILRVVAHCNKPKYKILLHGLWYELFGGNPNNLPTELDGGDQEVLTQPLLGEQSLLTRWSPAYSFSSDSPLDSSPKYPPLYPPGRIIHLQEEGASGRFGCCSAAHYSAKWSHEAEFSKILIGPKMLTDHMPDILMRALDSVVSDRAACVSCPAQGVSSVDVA
C-LANA FP: inhibitors of KSHV LANA C-terminal domain DNA binding | 340,000 compounds, 0.078% hits | inhibition, % at 9 µM | MBP-C-LANA/FAM-LBS DNA binding, fluorescence polarization | AID 504423;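 active = highest replicate inhibition at or above 60% at 9 µM, even if other replicates fall short; inactive = all replicates below 60% inhibition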;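 also: 0% = neutral control wells and 100% = 4 µM acridine orange control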
SR-BI uptake up: enhances SR-BI lipid uptake from DiI-HDL. CHO ldlA[mSR-BI] cells, DiI-HDL uptake fluorescence, 3 h; 100 = double the neutral-control signal. activation, % at 12.5 µM. 320,000 compounds, 0.096% hits;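 active = mean replicate activation of at least 60% and every replicate at or above 60%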;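 also: 0% = median plate neutral-control signal and 100% = twice that signal; values of inactives mirror those of a sister screen read the other way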
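Assay system: LDL receptor-deficient CHO ldlA cells overexpressing murine SR-BI / Medium: BSA-supplemented, HEPES-buffered Ham's F12, pH 7.4 / Probe or stimulus: DiI-labelled HDL at 10 µg/mL final / Timing: compound with DiI-HDL co-incubation, 3 h at 37 °C / Technique: bottom-read cell fluorescence after medium removal, ex 550/em 595 nm / Measure: HDL uptake via cellular fluorescence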
Keap1 Nrf2 FP: Keap1-Nrf2 (human) interaction inhibition | Keap1 Kelch-Nrf2 peptide fluorescence polarization, 1536-well | Q14145 | 340,000 compounds, 0.15% hits | AID 504523 | inhibition, % at 9.4 µM; in the data active = inhibition above about 12%;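 also: human Keap1 Kelch domain with fluorescein labeled Nrf2 9mer peptide probe; 0% = neutral control wells and 100% = peptide positive control; higher means more block of Keap1 binding to Nrf2 peptide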
Rtt109 Vps75: inhibitors of Candida albicans Rtt109/Vps75 histone acetyltransferase. inhibition, % at 34.9 µM. 330,000 compounds, 0.16% hits. purified Rtt109/Vps75, ThioGlo CoA-SH fluorescence, 4 h. AID 540336. Q5AAJ8;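 active = inhibition of at least 50% in every replicate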
CAL PDZ FP-2: blocks peptide binding to human CAL PDZ domain; Q9HD26; purified CAL PDZ, TMR-peptide fluorescence polarization, 1 h; inhibition, % at 20 µM; 330,000 compounds, 0.02% hits; AID 504414;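 active = highest replicate inhibition of at least 40%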;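 also: plate controls were DMSO neutral control wells for no effect and unlabeled competitor peptide control wells for full effect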
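Test system: tagged CAL PDZ domain / Buffer or medium: sodium phosphate/NaCl buffer pH 7.4 with TCEP, IgG, Thesit / Reagent: TMR-labelled reporter peptide T*-PRC34 bound in PDZ groove / Compound dosing: single point, 20 µM / Schedule: 1 h incubation at room temperature before polarization reading / Technique: fluorescence polarization (mP) / Benchmarks: unlabelled peptide, DMSO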
RTF Ca sens inh: cardiac RTF calcium desensitization. inhibition, % at 7.15 µM. AID 493244. P19429+P45379. 340,000 compounds, 0.12% hits. IANBD-labeled cardiac RTF, Ca2+ fluorescence;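 active = inhibition above the mean inhibition of all tested compounds plus 3 SD, cut at about 17% in these data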;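 also: assay run at fixed EC70 calcium of 1.6 mM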
RTF Ca sens act: increases calcium sensitivity of human cardiac regulated thin filaments; IANBD-labeled TnC RTF fluorescence at EC20 calcium; 0% EC20 calcium, 100% full calcium; P19429+P45379; activation, % at 7.2 µM; 340,000 compounds, 0.24% hits;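 active = activation above the mean over all tested compounds plus 3 SD, cut at about 30% in these data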;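 also: rise in fluorescence read as greater calcium sensitivity of cardiac thin filaments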
PKA-R2B activ: PKA-R2B complex activation. P22694+P31323. PKA-R2B holoenzyme dissociation, Cy5-IP20 fluorescence polarization; R2B truncated from residue 108, S112A mutant; 0% DMSO only, 100% 113 µM cGMP. activation, % at 11.4 µM. 340,000 compounds, 0.079% hits;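 active = activation above a cutoff set at the mean over all compounds plus 3 SD, cut at about 18% in these data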;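 also: higher means more holoenzyme dissociation and a rise in polarization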
Target sequence (P31323 whole entry, looked up, other chains not shown, the tested form may be a part): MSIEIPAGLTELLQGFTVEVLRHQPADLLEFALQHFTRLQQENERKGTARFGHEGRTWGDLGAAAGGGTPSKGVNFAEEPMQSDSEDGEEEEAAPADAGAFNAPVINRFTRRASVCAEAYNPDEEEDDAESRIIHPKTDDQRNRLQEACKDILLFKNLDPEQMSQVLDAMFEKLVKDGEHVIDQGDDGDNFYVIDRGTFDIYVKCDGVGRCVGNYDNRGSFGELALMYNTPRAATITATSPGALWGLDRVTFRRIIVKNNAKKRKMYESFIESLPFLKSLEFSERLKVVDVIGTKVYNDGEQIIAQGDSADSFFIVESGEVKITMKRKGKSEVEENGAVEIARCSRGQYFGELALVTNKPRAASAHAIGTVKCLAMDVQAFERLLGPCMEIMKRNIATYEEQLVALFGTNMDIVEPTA
Starred values were filed as active, the others as inactive; nt = not tested or not shown. An unsorted share of the library; 1.6% or so of the library scored in one or more.

SMILES	CAL PDZ FP-1	DAGLB inh	C-LANA FP	SR-BI uptake up	Keap1 Nrf2 FP	Rtt109 Vps75	CAL PDZ FP-2	RTF Ca sens inh	RTF Ca sens act	PKA-R2B activ
O=C(NCC1CCCO1)/C(=C/c1cn(-c2ccccc2)nc1-c1cccnc1)NC(=O)c1ccccc1 (centres undefined)	nt	0	-1.4	5	2	1	-1.9	1	-3	-4
CCCCCN(C(=O)CCC(=O)OCC(=O)N1CCCCC1C)c1c(N)n(CCCC)c(=O)[nH]c1=O (centres undefined)	-3	1	-1.0	16	-3	3	-1.5	-1	2	-8
CN(CCc1ccccc1)C(=O)c1ccc(NC(=O)Cc2cccc([N+](=O)[O-])c2)cc1	0	-2	-2.2	-53	0	-1	-0.4	0	-2	-11
O=C(NC(=O)N1CCCC1)c1csnn1	-2	-3	-0.3	6	-3	-21	-0.2	-4	-3	-10
NCCOc1cnn(-c2ccccc2Cl)c(=O)c1Cl	-1	-5	0.8	18	-5	-1	-0.3	-2	1	-13
COC(=O)C1=C(C(=O)OC)[C@@H]2N(C)c3ccc(OC)cc3[C@@]23C[C@@H](C(=O)OC)N(C(=O)NC2CCCCC2)C3=N1	-2	-1	0.4	5	0	4	0.8	-1	-3	-3
CC1CN(C(=O)/C(=C/c2ccco2)NC(=O)c2ccccc2)CC(C)O1 (centres undefined)	-6	1	0.5	19	1	0	-2.0	-24	-3	3
CCC(=O)C1=C(O)C(c2cccc(Oc3ccccc3)c2)CCC1=O (centres undefined)	-1	-3	0.0	4	0	nt	-2.4	-5	-6	-6
Cc1ccc(C2=NOC(C)(c3nnc(Cc4ccccc4)o3)C2)cc1 (centres undefined)	7	-2	0.3	3	-2	7	-0.6	-5	0	8
O=C(Nc1ccc(F)cc1F)c1ccc(S(=O)(=O)N2CCCCC2)cc1	34*	0	-0.4	-35	3	-5	0.4	-2	5	14
COc1ccc(/C=C/c2cc(O)cc(OC3OC(CO)C(O)C(O)C3O)c2)cc1 (centres undefined)	-4	3	-0.8	-5	3	6	-1.0	-9	-1	6
COc1ccc(CN2CCN(C(C)C)C(CCO)C2)cc1Cn1cccn1 (centres undefined)	-4	-1	1.2	8	-2	0	-0.3	-19	4	2
COCc1cc(/C=N\NC(=O)Cc2ccc(OC)cc2)ccc1OC	-2	2	-0.5	12	-2	1	-2.5	6	-4	-10
CC1CCCC(NC(=O)CN2CCN(S(=O)(=O)c3ccc(Br)s3)CC2)C1C (centres undefined)	-1	-2	0.8	-7	-1	5	-0.4	0	-2	-4
C/C(=N\NC(=O)C(N)=O)c1ccc(O)cc1O	-1	-1	0.1	38	4	-8	-1.6	0	6	-5
N=c1oc2cc(O)ccc2cc1C(=O)Nc1ccc(Br)cc1	-1	-3	1.3	-7	4	15	0.0	0	4	5
O=C(CC12CC3CC(CC(C3)C1)C2)N1CCOCC1	4	0	-0.6	2	-1	2	-0.8	0	-1	17
CCOC(=O)C1CCN(CC(=O)N2CCc3ccccc32)CC1	nt	0	1.1	-2	-2	-2	-3.5	-6	1	-1
CCOCCCNC(=O)CCn1ccc2cc(S(=O)(=O)N3CCCC3)ccc21	0	-1	1.2	17	0	17	-0.8	-3	-1	-2
Cc1ccccc1NC(=O)C1C2/C=C\CCCCC21 (centres undefined)	7	-7	-0.2	-18	-4	-2	0.2	-5	-2	-4
S=C(Nc1ccc(Oc2ccccc2)cc1)NC1CCCC1	-3	-3	0.3	23	-2	4	-0.1	9	0	-6
COc1ccc(CC(=O)NC(C)c2nnc(SCC(=O)Nc3ccccc3)n2C)cc1 (centres undefined)	-3	0	0.8	-16	-1	-1	-0.1	2	-7	-8
Cc1cccc(C(=O)NNC(=O)C(=O)NC(C)(C)C)c1	-2	-2	0.5	-2	-3	0	-2.8	-10	0	-18
O=C(O)CC/C(=N/NC(=O)CNC(=O)Cc1ccccc1)c1ccccc1	-4	2	-1.2	nt	-2	-9	0.1	-12	3	9
Cn1c(NC(=O)/C=C/c2ccco2)cc(=O)n(C)c1=O	-5	-2	0.5	-9	-11	2	-0.3	-37	0	1
N#Cc1ccccc1NC(=O)c1ccccc1OCC(=O)Nc1ccc2c(c1)oc1ccccc12	-2	-3	1.9	-8	5	4	-2.4	-13	3	2
O=C(Cn1cc(/C=N/NC(=O)c2cccc(C(F)(F)F)c2)c2ccccc21)Nc1ccc(F)cc1	nt	2	-0.5	-14	-8	-8	-1.4	-9	6	-3
CCc1ccccc1N1CN(Cc2ccco2)CNC1=S	nt	-2	0.2	-6	-2	3	-0.5	-1	2	-7
CC(C)[C@H](NC(=O)OCc1ccccc1)C(=O)OCC(=O)N1CCCCC1	-5	3	-3.8	-7	-2	-5	0.5	10	0	-2
Cc1ccc(-c2cc(C(F)(F)F)c(C#N)c(SCCC#N)n2)o1	-3	-9	-0.7	-36	1	-5	-1.9	6	-2	-4
CCOc1ccc(CCNC(=O)c2ccc(NC3=NC4CS(=O)(=O)CC4S3)cc2)cc1 (centres undefined)	-2	1	-0.5	-7	-4	-7	-2.0	0	-5	-3
O=C(O)C1(Nc2ccc(Cl)cc2)CCCC1	0	-2	0.6	7	1	-7	-1.0	-5	-4	2
COc1cc(/C=C/C(=O)NCc2cccnc2)cc(OC)c1OC	-4	0	-0.4	-32	0	-1	-1.0	-3	-8	-11
O=C(O)c1ccc(Cl)cc1NC(=O)C1CCCO1 (centres undefined)	nt	-3	-2.1	15	-2	-2	0.4	-6	7	-1
O=C1N2CCCc3cccc(c32)C12Nc1ccccc1S2 (centres undefined)	1	0	0.3	-6	-3	13	-1.1	-5	1	-5
COCCCNC(=O)CSc1nc2cc(S(=O)(=O)N3CCCCC3)ccc2o1	-2	0	-0.4	14	-1	4	-2.3	3	-4	-6
Nc1csnc1C(=O)O	-3	2	2.5	19	-2	5	-3.4	-6	0	4
CCCCCCOc1ccc(-c2ccc(C#N)cn2)cc1	-4	-9	0.7	nt	0	0	-0.2	-5	-8	1
CNC(=O)CSc1nc(-c2ccccc2)c(-c2ccccc2)o1	-4	1	-1.5	-32	-6	4	1.2	4	-1	-1
CCc1ccc(CC)c(S(=O)(=O)Nc2ccc(O)c(C(=O)O)c2)c1	-16	1	1.8	35	-3	-2	-2.2	-6	0	-2
Cc1ccc2c(c1)C(=C(C#N)C#N)CCN2	39*	5	1.0	-17	-8	2	-1.1	-12	4	-10
Cc1ccc(C)c(NC(=O)CSc2nnc(NC(=O)C3CC3)s2)c1	1	2	3.0	3	-3	1	0.2	0	-4	8
O=C(c1cccnc1)N1CCc2ccccc21	0	0	0.0	18	4	3	-0.2	-3	-1	-12
COc1ccc2cc(CN(CC3COCCO3)S(=O)(=O)c3ccccc3)c(=O)[nH]c2c1 (centres undefined)	-3	0	-1.4	19	-5	27	0.9	2	-3	6
C[C@H](NC(=O)c1nc[nH]c1C(=O)N[C@@H](Cc1ccccc1)C(=O)OCc1ccccc1)C(=O)OC(C)(C)C	-2	-6	1.4	17	-4	-16	-1.1	-5	-5	-5

Structures above that have a CF3 group, in the order listed:
SMILES	CAL PDZ FP-1	DAGLB inh	C-LANA FP	SR-BI uptake up	Keap1 Nrf2 FP	Rtt109 Vps75	CAL PDZ FP-2	RTF Ca sens inh	RTF Ca sens act	PKA-R2B activ
O=C(Cn1cc(/C=N/NC(=O)c2cccc(C(F)(F)F)c2)c2ccccc21)Nc1ccc(F)cc1	nt	2	-0.5	-14	-8	-8	-1.4	-9	6	-3
Cc1ccc(-c2cc(C(F)(F)F)c(C#N)c(SCCC#N)n2)o1	-3	-9	-0.7	-36	1	-5	-1.9	6	-2	-4

Some of these compounds in order of their number in CAL PDZ FP-1, lowest first.
compound,CAL PDZ FP-1,DAGLB inh,C-LANA FP,SR-BI uptake up,Keap1 Nrf2 FP,Rtt109 Vps75,CAL PDZ FP-2,RTF Ca sens act,PKA-R2B activ
CNC(=O)CSc1nc(-c2ccccc2)c(-c2ccccc2)o1,-4,1,-1.5,-32,-6,4,1.2,-1,-1
O=C(c1cccnc1)N1CCc2ccccc21,0,0,0.0,18,4,3,-0.2,-1,-12
Cc1ccc(C)c(NC(=O)CSc2nnc(NC(=O)C3CC3)s2)c1,1,2,3.0,3,-3,1,0.2,-4,8

More records follow:
SMILES	CAL PDZ FP-1	DAGLB inh	C-LANA FP	SR-BI uptake up	Keap1 Nrf2 FP	Rtt109 Vps75	CAL PDZ FP-2	RTF Ca sens inh	RTF Ca sens act	PKA-R2B activ
Cc1ccc(Cl)cc1NC(C#N)c1ccccc1 (centres undefined)	-1	-4	0.0	-10	2	16	0.3	2	10	0
N#Cc1cc2ccccc2nc1SCc1ccccn1	nt	0	-1.6	-21	-2	8	-2.2	-11	-3	-5
O=C(NC(NC(=O)c1ccccc1)C(=O)c1ccccc1)c1ccccc1	0	2	0.3	14	3	-19	nt	-7	-1	7
N/C(=N\OC(=O)c1ccc(=O)n(Cc2ccccc2)c1)c1ccccn1	-2	-3	2.3	-1	1	4	-1.8	7	-5	10
COc1ccc(Cl)cc1C(=O)Nc1nc(C)cc(C)n1	4	4	-1.1	36	-9	9	-0.9	6	1	-3
CCN(CC)CCN(C(=O)c1ccc2ccccc2c1)c1nc2ccc(F)cc2s1	-4	0	-0.6	-17	-1	12	-1.6	-9	2	-3
COC(c1ccccc1)c1nnc(CCC(=O)N(C)CCCC2CCCC2)o1 (centres undefined)	-4	-1	-2.6	-24	5	23	-1.4	-1	1	4
COc1ccc(C(=O)N(CC2CCCO2)C(C(=O)NC2CCCC2)c2ccc(Cl)cc2)cc1OC (centres undefined)	-12	-5	2.3	24	-2	-4	-2.1	-9	1	-14
COc1ccccc1C(=O)N(C)c1nnc(-c2ccccc2)s1	-1	-7	1.0	-11	3	-3	-1.3	3	2	1
CCOC(=O)c1cnc(-n2nc(C)cc2C)nc1N(C)C	nt	2	1.9	3	6	17	-1.3	-3	4	-5
COc1ccccc1CC(=O)NC12CC3CC(CC(C3)C1)C2	-2	-3	0.4	5	2	3	-0.7	0	-3	-5
CN(C(=O)c1ccco1)c1nc2c(s1)CCCC2	10	-1	-0.4	-14	0	8	-1.4	-8	-1	-5
COc1ccc(COc2cccnc2N)cc1	-4	3	-1.3	13	-6	2	0.3	-3	0	-10
FC(F)(F)c1ccc(CN2C[C@@H]3C(c4ccc(Cl)nc4)C4(c5ccccc5)CC3(C4)[C@H]2c2ccccc2)cc1 (some centres undefined)	-1	0	-0.5	21	-6	-5	-0.8	3	15	4
O=C(CSc1cccc[n+]1[O-])N1CCCc2ccccc21	-2	0	-1.0	0	-2	19	0.1	1	-4	-4
Clc1ccc2nc(C3CCN(Cc4ccccc4)CC3)[nH]c2c1	-9	0	0.2	36	1	1	-3.0	-9	6	-4
N/C(=N\OC(=O)CCCOc1ccc(Cl)cc1Cl)c1ccncc1	5	-4	-0.6	4	-4	7	-1.8	-23	5	1
